Screening data (PubChem BioAssay)
Pin1 inh: inhibitors of human Pin1; Pin1 FP peptide displacement, HiFluor488, 10 min; Potency, µM (top dose mostly 115 µM), for the others: at the top dose activity, negative = inhibition, most hits filed as inhibitors; actives 0.009% (n = 390,000); AID 504891; active = well fitted inhibition curve with a large enough effect in the polarisation, with a control signal flat, not every such curve was filed as active; inconclusive = small, poorly fitted or top-dose-only effect, or effect the other way, or a change in a side signal; inactive = no such curve, though single readings can be large or run the other way; the % refers to the polarisation; note: potency is the fitted concentration of half-maximal effect; % is set by controls: 0 for no effect and ±100 for the full control effect
BAZ2B block: inhibitors of human BAZ2B bromodomain; AlphaScreen BAZ2B-H3K14Ac peptide displacement; Potency, µM (highest dose often 114 µM), inactives show top-dose activity change, negative = inhibition, actives largely listed as inhibitors; actives 4.4% (n = 360,000); Q9UIF8; AID 504333; note: potency is the fitted concentration of half-maximal effect; % is set by controls: 0 for no effect and ±100 for the full control effect; nearly all actives have a fitted effect of over 60% in size
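AlphaScreen displacement of biotin-H3(5-23)K14Ac peptide (50 nM final) from BAZ2B (50 nM final) in PBS pH 7.4, 0.01% Tween-20; complex preformed 30 min RT, then compounds (top 110 uM) 30 min RT, beads 20 min dark.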
G9a block: blocks human histone lysine methyltransferase G9a. Potency, µM (top dose mostly 102 µM), without a hit: at the highest dose activity, negative = inhibition, most hits filed as inhibitors. AID 504332. G9a H3K9 monomethylation, AlphaScreen, 2 h. actives 8.8% (n = 350,000). Q96KQ7; note: potency is the fitted concentration of half-maximal effect; % is set by controls: 0 for no effect and ±100 for the full control effect; nearly all actives have a fitted effect of over 75% in size
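Using a bead-based AlphaScreen, monomethylated H3K9 product from 2 h room-temperature reactions (G9a 20 nM, peptide 500 nM, SAM 20 uM) was detected with 0.5 ug/mL rabbit anti-H3K9me1 antibody.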
PI4K2A inh: PI4K2A (human) kinase inhibition | actives 0.13% (n = 420,000) | Q9BTU6 | activity change, negative = inhibition, % at 76.9 µM | purified PI4K2A, ADP-Glo luminescence, 1 h; stronger effect = lower value; in the data active = activity change below about -50%; inconclusive = mostly about -30% to -49%;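 note: -100% = wells without enzyme as full effect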
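In this quantitative HTS, ADP production by PI4K2A was quantified luminescently after 1 h at ambient temperature; 100 microM adenosine served as plate-quality control.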
GLS inhibitor: inhibitors of human glutaminase (GLS) | O94925 | GLS enzymatic activity, qHTS titration | Potency, µM (doses to about 45.5 µM), without a hit: at the highest dose activity change, negative = inhibition, actives largely listed as inhibitors | actives 0.21% (n = 410,000); note: potency is the fitted concentration of half-maximal effect; % is set by controls: 0 for no effect and ±100 for the full control effect
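Coupled fluorescence readout: glutamate oxidase/HRP/Amplex Red detect glutamate formed by hKGA from L-glutamine (1 mM solution added). Buffer 45 mM KH2PO4 pH 8.2, 0.02% Tween-20; reads at t0 and 30 min RT.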
Pol eta inh: inhibitors of human DNA polymerase eta; recombinant Pol eta, fluorescent DNA replication assay; Q9Y253; actives 1.2% (n = 390,000); Potency, µM (doses to about 114 µM), without a hit: top-dose activity change, negative = inhibition, most hits filed as inhibitors; note: potency is the fitted concentration of half-maximal effect; % is set by controls: 0 for no effect and ±100 for the full control effect
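Pol eta (10 nM) was preincubated with compounds for 15 min at room temperature, after which fluorescent replication substrate (50 nM final) was added to start the reaction. Fluorescence was read kinetically at 0 and 10 min.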
HP1b chromo inh: HP1-beta chromodomain-methylated histone interaction inhibition. AlphaScreen HP1-beta / biotin-H3K9me3 peptide binding. Potency, µM (top dose mostly 114 µM), inactives show at the top dose activity change, negative = inhibition, hits mostly inhibitors. actives 0.56% (n = 390,000). AID 540317; note: potency is the fitted concentration of half-maximal effect; nearly all actives have a fitted effect of over 70% in size; inactives centre near 23
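AlphaScreen: HP1-beta (50 nM) preformed 30 min with biotin-H3(1-18)K9me3 peptide (50 nM) in PBS pH 7.4, 0.01% Tween-20. Compound added for 30 min at RT, then streptavidin donor/nickel chelate acceptor beads (10 ug/mL) for 30 min.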
JMJD2A Tudor: JMJD2A Tudor domain (human) inhibition. actives 4.4% (n = 390,000). AID 504339. Potency, µM (series often up to 114 µM), for the others: at the highest dose activity change, negative = inhibition, actives largely listed as inhibitors. AlphaScreen JMJD2A-Tudor / H3K4me3 peptide binding. O75164; note: potency is the fitted concentration of half-maximal effect; % is set by controls: 0 for no effect and ±100 for the full control effect; nearly all actives have a fitted effect of over 50% in size
Target sequence (O75164 whole entry, looked up, the tested form may be a part): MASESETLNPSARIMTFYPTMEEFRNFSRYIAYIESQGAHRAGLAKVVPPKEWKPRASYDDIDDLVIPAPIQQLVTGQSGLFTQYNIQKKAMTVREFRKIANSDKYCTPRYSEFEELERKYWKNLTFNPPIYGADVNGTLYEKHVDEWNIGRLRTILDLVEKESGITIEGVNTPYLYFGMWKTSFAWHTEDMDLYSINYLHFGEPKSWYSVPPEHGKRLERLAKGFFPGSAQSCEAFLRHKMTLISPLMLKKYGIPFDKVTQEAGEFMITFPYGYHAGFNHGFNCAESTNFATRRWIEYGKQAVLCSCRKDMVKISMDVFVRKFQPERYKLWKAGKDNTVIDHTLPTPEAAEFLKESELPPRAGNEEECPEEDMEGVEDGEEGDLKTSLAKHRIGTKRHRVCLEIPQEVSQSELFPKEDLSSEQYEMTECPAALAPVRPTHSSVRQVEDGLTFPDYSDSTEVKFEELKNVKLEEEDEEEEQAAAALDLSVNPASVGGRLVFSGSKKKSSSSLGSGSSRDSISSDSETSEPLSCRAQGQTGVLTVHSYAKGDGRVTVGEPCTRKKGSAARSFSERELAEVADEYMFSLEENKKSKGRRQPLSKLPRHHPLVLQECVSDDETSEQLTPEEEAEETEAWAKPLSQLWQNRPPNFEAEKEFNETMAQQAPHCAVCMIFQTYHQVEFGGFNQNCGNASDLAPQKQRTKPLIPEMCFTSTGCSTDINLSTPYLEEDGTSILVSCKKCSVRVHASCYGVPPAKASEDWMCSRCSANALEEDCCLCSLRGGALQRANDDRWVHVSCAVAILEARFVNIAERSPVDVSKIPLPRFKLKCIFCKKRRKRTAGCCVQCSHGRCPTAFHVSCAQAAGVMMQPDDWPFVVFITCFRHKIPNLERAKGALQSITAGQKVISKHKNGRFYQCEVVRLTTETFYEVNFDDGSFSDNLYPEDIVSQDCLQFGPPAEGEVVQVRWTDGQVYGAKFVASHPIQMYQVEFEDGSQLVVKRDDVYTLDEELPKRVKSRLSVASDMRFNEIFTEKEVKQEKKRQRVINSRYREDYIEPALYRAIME
PGK inhibitor: blocks T. brucei phosphoglycerate kinase; P07378; PGK/GAPDH coupled, Kinase-Glo luminescence, 60 min; AID 602233; Potency, µM (highest dose often 57.5 µM), without a hit: at the top dose activity change, negative = inhibition, most hits filed as inhibitors; actives 0.043% (n = 380,000); note: potency is the fitted concentration of half-maximal effect; % is set by controls: 0 for no effect and ±100 for the full control effect; nearly all actives have a fitted effect of over 60% in size
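Recombinant glycosomal PGK reaction used 1,3-bisphosphoglycerate generated in-well by GAPDH (100nM final) in 100mM TEA pH 7.6, 5mM MgCl2, 0.01% Tween-20. After 60 minutes at room temperature, ATP was read by Kinase-Glo Plus luminescence end-point.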
The depositor's hits bear a star; i = inactive; ? = inconclusive; · = not tested or not shown; & = joins results of further samples; [ ] = another dose, or the depositor's remark. Unless noted, calls come from the whole dose curve; as a rule, active = well fitted curve in the direction sought with a large enough effect; inconclusive = small, poorly fitted or top-dose-only effect, or another doubt; inactive = no such curve, though single readings can be large; an effect the other way counts as inactive or inconclusive. Only part of the results is shown; the hit share may differ from the screen's.

SMILES	Pin1 inh	BAZ2B block	G9a block	PI4K2A inh	GLS inhibitor	Pol eta inh	HP1b chromo inh	JMJD2A Tudor	PGK inhibitor
Cc1cc(C)cc(NC(=O)[C@H]2O[C@@H]3OC(C)(C)O[C@@H]3[C@H]3OC(C)(C)O[C@H]32)c1	8%	1%	-32%[59 µM]	-2	15%	-11%	34%	-9%	5%
O=C(Cc1ccccc1)N1CCN=C1SCc1cccc([N+](=O)[O-])c1	-4%	?	?	5	2%	-14%	26%	11%	i
O=C(Nc1cnn(Cc2ccc(Cl)cc2)c1)c1cccs1	4%	-3%	11%[59 µM]	3	?	-19%	-8%	?	-5%
COc1ccc(C(=O)Nc2ccccc2N2CCCCC2)cc1[N+](=O)[O-]	0%	-24%	-28%	-7	15%	-15%	-8%	?	3%
CCOC(=O)c1ccc(-c2ccc(/C=N/NC(=O)Cc3nnc(N)s3)o2)cc1	6%	-14%	·	-2	4%	0%	25%	0%	4%
COc1ccccc1NS(=O)(=O)c1ccc(C(=O)N2CCCCCC2)cc1	-4%	·	·	-6	-7%	2%	16%	-10%	8%
CCCN1C(=O)C2(OCCO2)c2cc(Cl)ccc21	1%	10%	18%[59 µM]	3	0%	-10%	29%	18%	-4%
C=CCNC(=S)NCC=C	-2%	-3%	16%[12.7 µM]	-3	1%	-27%	49%[activator]	1%	-4%
CCC1CN(C(=O)Nc2ccc(Br)cc2F)c2ccccc2S1 (stereo not given)	1%	-1%	13%[59 µM]	11	-19%	-10%	74%[activator]	21%	i
COc1ccc(OC)c(/C=N/NC(=O)c2cnccn2)c1	-2%	-3%	·	1	-14%	-17%	47%[activator]	-7%	i
NS(=O)(=O)c1ccc(NC(=O)C(Sc2ccccc2)c2ccccc2)cc1 (stereo not given)	1%	-1%	-7%	-4	1%	-11%	18%	-10%	-3%
C[C@H](CO)N1C[C@H](C)[C@H](CN(C)Cc2ccc(Oc3ccccc3)cc2)Oc2ccc(NC(=O)Nc3cccc4ccccc34)cc2CC1=O	18%	·	·	0	18%	-13%	2%	?	3%
CC(C)n1c(SCC(=O)c2ccc3c(c2)OCCO3)nc2c1c(=O)n(C)c(=O)n2C	0%	-4%	4%	-3	6%	10%	13%	-10%	-9%
O=C(CC1CCCC1)Nc1ccc(Cl)c(S(=O)(=O)N2CCOCC2)c1	4%	·	·	0	-6%	-8%	33%	0%	?
S=C(NCC1CCCO1)N1CCN(c2nc(-c3ccc(Cl)cc3)cs2)CC1 (stereo not given)	19%	35µM*	?	2	-17%	-14%	?	?	i
c1ccc2c(c1)nc(N1CCCCCC1)c1nncn12	·	·	·	4	2%	-6%	·	·	5%
c1csc(-c2nn3c(Cn4nnc5ccccc54)nnc3s2)c1	0%	3%	?	3	-1%	-7%	34%	-11%	-9%
CCOC(=O)C1=CNS(=O)(=O)NC1c1ccc(C(F)(F)F)cc1 (stereo not given)	1%	·	·	-2	7%	-4%	30%	-1%	11%
Cc1cccc(N2CCN(S(=O)(=O)c3c(C)[nH]c(C)c3C(=O)N3CCCC3)CC2)c1C	1%	-39%	22%	-1	11%	0%	19%	-25%	2%
C=CCOc1ccc(Br)cc1CNC(C)(C)C	1%	18%	5%	-3	-5%	-17%	22%	6%	0%
COc1ccc(OCCCn2cccc2/C=C2/C(=N)N3OC(C)=CC3=NC2=O)cc1	10%	-35%	?	-4	3%	-11%	10%	?	-6%
O=C(CN1CCOCC1)NNC(=S)Nc1ccccc1	-2%	4%	2%	-12	14%	?	3%	?	-10%
CC(=O)Nc1ccc(NC(=O)C(C)OC(=O)CCC2CCCC2)cc1 (stereo not given)	0%	3%	35µM*	-2	13%	-6%	13%	-10%	10%
CCS(=O)(=O)N1Cc2ccccc2CC1C(=O)Nc1nc2ccccc2s1 (stereo not given)	23%	-19%	-7%[59 µM]	-6	0%	?	40%	-15%	i
COc1ccc(NC(=O)COC(=O)Cc2ccc(-c3ccccc3)cc2)c(OC)c1	2%	11%	-8%	-4	23%	-18%	15%	-10%	-8%
CC(=O)NC1=NN(C(C)=O)C(C)(c2cccc([N+](=O)[O-])c2)S1 (stereo not given)	2%	-6%	13%	0	-10%	-10%	33%	-8%	-7%
CCNS(=O)(=O)c1ccc(-c2ccc(-n3cnnn3)cc2)cc1	22%	15%	-3%	-2	1%	-22%	-1%	-29%[57.1 µM]	5%
Cc1cc2nn(-c3cccc4ccccc34)nc2cc1NC(=O)c1cccs1	-2%	-3%	-12%	-2	1%	-16%	49%[activator]	-4%	-6%
C(=C\c1ccccc1)/CN1CCN(Cc2nc(Cc3ccccc3)no2)CC1	-1%	16%	10%	-1	-2%	-9%	20%	-28%	·
CCn1cc(C(=O)N2CCN(c3cc(Cl)ccc3C)CC2)c(=O)c2cc(S(=O)(=O)N3CCCCC3)ccc21	-3%	·	-18%[59 µM]	0	-4%	-2%	0%	-16%	-6%

Single entries from the entries so far.
`CC(=O)NC1=NN(C(C)=O)C(C)(c2cccc([N+](=O)[O-])c2)S1` (stereo not given) in HP1b chromo inh reads 33%
`CC(=O)Nc1ccc(NC(=O)C(C)OC(=O)CCC2CCCC2)cc1` (stereo not given) in Pol eta inh reads -6%
`COc1ccc(OCCCn2cccc2/C=C2/C(=N)N3OC(C)=CC3=NC2=O)cc1` in PI4K2A inh reads -4

Later entries.
SMILES	Pin1 inh	BAZ2B block	G9a block	PI4K2A inh	GLS inhibitor	Pol eta inh	HP1b chromo inh	JMJD2A Tudor	PGK inhibitor
COCCOc1cc(N(CC(=O)N(C)C)S(=O)(=O)c2ccccc2)c(Cl)cc1Cl	-1%	0%	?	1	-4%	-21%	62%[activator]	-2%	i
O=C(CSc1nnc(SCc2ccccc2)s1)N/N=C/c1c(Cl)cccc1Cl	26%	3%	-10%	-4	8%	-16%	34%	2%	1%
CCCOc1ccc(OC(=O)Cc2ccc(OC)c(S(=O)(=O)N3CCOCC3)c2)cc1	0%	4%	4%[0.501 µM]	3	?	-3%	14%	-12%	-5%
COCCNC(=S)N1CCN(c2nc3ccccc3s2)CC1	2%	-28%	6%	-3	1%	-4%	7%	-8%	i
CCC(=O)NC(C)c1cc(Cl)c2cccnc2c1O (stereo not given)	-9%	32µM*	37%[12.7 µM]	-7	19%	-10%	44%[activator]	79µM*	-8%
CC(C)[N+](C)(CCOC(=O)C1c2ccccc2Oc2ccccc21)C(C)C	-4%	-19%	28%[59 µM]	5&-5&2	-10%&1%	-14%	30%	6%	-1%
COC(=O)c1cc(OC)c(OC)cc1NC(=O)Cc1ccccc1[N+](=O)[O-]	2%	-14%	-9%[59 µM]	9	-6%	-8%	35%	-23%	i
Cc1cc(C)nc(NS(=O)(=O)c2ccc(NC(=O)c3ccccc3Br)cc2)n1	·	·	·	-5	11%	-18%	·	·	10%
CC1(C)Cc2ccccc2-c2nc3n(c(=O)c21)CCS3	5%	-12%	-5%	3	-19%	-16%	47%[activator]	-3%	-5%
COC(=O)C(CCCN1C(=O)c2ccccc2C1=O)(NC(C)=O)c1nn[nH]n1 (stereo not given)	0%	-26%	-1%[59 µM]	0	-5%	-8%	47%	?	-8%
COc1ccc(/C=C/C(=O)OCC(=O)c2ccccc2F)cc1	3%	·	·	-1	6%	-7%	73%[activator]	-1%	-2%
CCOC(=O)CNC(=O)CSc1nc(-c2ccccc2)ns1	-6%	-5%	10µM*	-4	?	-18%	-24%	-12%	-6%
CN(C)CCCNS(=O)(=O)c1ccc(Oc2ncc(C(F)(F)F)cc2Cl)cc1	0%	7%	-24%[59 µM]	2	0%	-18%	18%	-12%	-6%
CCOc1ccccc1N(CC(=O)Nc1ccc(OC)c(OC)c1)S(=O)(=O)c1ccccc1	0%	-9%	-23%	-3	3%	-5%	5%	-11%	-3%
COc1ccc(Cc2cc(-c3ccc(F)cc3)n[nH]c2=O)cc1	2%	-7%	7%	-3	-1%	2%	35%	-20%	7%
O=C(CSC(=S)N1CCN(c2ccccc2)CC1)Nc1nc(-c2ccccc2)c(-c2ccccc2)o1	-9%	-6%	0%[59 µM]	3	-1%	-15%	21%	-13%	i
Cc1cccc(NC(=O)CSc2nc3ccccc3nc2N2CCCCC2)c1C	-2%	7%	31%[59 µM]	-3	-4%	-3%	55%[activator]	6%	-5%
O=[N+]([O-])c1ccc(-c2cn3ccccc3n2)cc1	18%	·	·	4	-1%	0%	28%	-21%	-8%
COC(=O)[C@]1(C)N[C@H](CN(C)S(=O)(=O)c2ccc(OC)cc2)[C@@H]2C(=O)N(C)C(=O)[C@@H]21	0%	·	·	-1	7%	0%	3%	?	i
O=[N+]([O-])c1ccc(S(=O)(=O)N2CCN(c3ccnc4cc(Cl)ccc34)CC2)cc1	0%	-27%	-21%	-2	3%	-10%	2%	-31%	i
O=C(CSCc1ccccc1)N1CCN(c2ccc(F)cc2)CC1	-11%	-1%	-4%[2.33 µM]	-1	-8%	6%	13%	-34%	i
c1ccc(-c2n[nH]nc2-c2ccccc2)cc1	-3%	9%	1%[12.7 µM]	-1	-7%	-8%	38%[activator]	-7%	i
Cc1oc(-c2ccccc2F)nc1CN1CCC(C(=O)NC2CCCc3ccccc32)CC1 (stereo not given)	-2%	-10%	-26%	1	-10%	-12%	19%	-21%	-2%
CCN(CC)S(=O)(=O)c1ccc(-c2csc(C)n2)s1	0%	11%	·	2	5%	-21%	44%[activator]	4%	-5%
